APE1 inh – inhibitors of human APE1 endonuclease. recombinant APE1, TAMRA/BHQ-2 abasic DNA cleavage fluorescence. 0.35% of 350,000 active. Potency, µM (top dose mostly 65.8 µM), inactives show at the top dose activity change, negative = inhibition, most hits filed as inhibitors;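 further: potency means the concentration at half of the fitted maximal effect; plate controls were vehicle for no effect and reference inhibitor for full effect; nearly all actives have a fitted effect of over 55% in size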
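APE1 at 0.75 nM preincubated 15 min at room temperature with compound. Reaction then started with 50 nM double-stranded THF-abasic substrate labelled with TAMRA/BHQ-2, and 525/598 nm fluorescence read kinetically. Activity taken as third-minus-first read difference, normalized to DMSO and NSC13755 controls.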
Pol beta inh – DNA polymerase beta (human) inhibition; Potency, µM (titrated, usually from 114 µM), inactives show at the highest dose activity change, negative = inhibition, hits mostly inhibitors; P06746; Pol beta primer extension/strand displacement, fluorescence kinetic; 1.3% of 340,000 active; further: potency means the concentration at half of the fitted maximal effect; on the % scale 0 is the no-effect control and ±100 the full control effect
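10 nM enzyme + cpd, 15 min RT; start with substrate 50 nM final; read 0 min and after 10 min RT. Corrected, normalized data; 4-parameter Hill curve fit.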
Glioma ERSR ind – induces the endoplasmic reticulum stress response in human glioma cells; AID 602332; U87-MG GRP78 promoter luciferase reporter, 16 h; Potency, µM, for the others: top-dose activation, hits mostly activators; 0.02% of 420,000 active; further: potency means the concentration at half of the fitted maximal effect; series mostly up to about 76 µM; % of control where 0% means no effect; nearly all actives have a fitted effect of over 35% in size
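Stably transfected U87-MG human glioma cells carrying a GRP78-based luminescent sensor were seeded at 1000 cells/well, pin-dosed with compounds and incubated 16 h. Luciferase reagent was then added, and end-point luminescence was read after 10 min at room temperature.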
Pol kappa inh – DNA polymerase kappa (human) inhibition; 0.53% of 400,000 active; AID 588579; Q9UBT6; Potency, µM (titrated, usually from 107 µM), for inactives: at the top dose activity, negative = inhibition, most hits filed as inhibitors; purified Pol kappa, fluorescent DNA synthesis assay, 10 min; further: potency means the concentration at half of the fitted maximal effect; on the % scale 0 is the no-effect control and ±100 the full control effect
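Fluorescent qHTS in 1536-well format: enzyme (10 nM) and compound sat 15 min at room temperature before 50 nM substrate (final) was added. Signal taken at 0 and 10 min; no-enzyme buffer wells were negative controls.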
POLH inh – DNA polymerase eta (human) inhibition; recombinant Pol eta, fluorescent DNA replication assay; AID 588591; Q9Y253; Potency, µM (top dose mostly 114 µM), without a hit: at the highest dose activity change, negative = inhibition, hits mostly inhibitors; 1.2% of 390,000 active; further: potency means the concentration at half of the fitted maximal effect; on the % scale 0 is the no-effect control and ±100 the full control effect
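Fluorescent replication assay: 50 nM final substrate added after a 15 min room-temperature compound preincubation with 10 nM enzyme. Signal taken at 0 min and again at 10 min.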
BLM inh – inhibitors of human Bloom syndrome helicase BLM; P54132; 0.2% of 350,000 active; AID 2528; recombinant BLM DNA unwinding, fluorescence dequenching; Potency, µM (titrated, usually from 56.1 µM), without a hit: at the highest dose activity change, negative = inhibition, hits mostly inhibitors;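 further: potency means the concentration at half of the fitted maximal effect; plate controls were vehicle for no effect and no enzyme for full effect; nearly all actives have a fitted effect of over 35% in size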
Pol iota inh – inhibitors of human DNA polymerase iota; Pol iota fluorescent replication assay, 10 min; 1% of 390,000 active; Potency, µM (highest dose often 115 µM), inactives show at the highest dose activity, negative = inhibition, actives largely listed as inhibitors; further: potency means the concentration at half of the fitted maximal effect
Target sequence (Q9UNA4 whole entry, looked up): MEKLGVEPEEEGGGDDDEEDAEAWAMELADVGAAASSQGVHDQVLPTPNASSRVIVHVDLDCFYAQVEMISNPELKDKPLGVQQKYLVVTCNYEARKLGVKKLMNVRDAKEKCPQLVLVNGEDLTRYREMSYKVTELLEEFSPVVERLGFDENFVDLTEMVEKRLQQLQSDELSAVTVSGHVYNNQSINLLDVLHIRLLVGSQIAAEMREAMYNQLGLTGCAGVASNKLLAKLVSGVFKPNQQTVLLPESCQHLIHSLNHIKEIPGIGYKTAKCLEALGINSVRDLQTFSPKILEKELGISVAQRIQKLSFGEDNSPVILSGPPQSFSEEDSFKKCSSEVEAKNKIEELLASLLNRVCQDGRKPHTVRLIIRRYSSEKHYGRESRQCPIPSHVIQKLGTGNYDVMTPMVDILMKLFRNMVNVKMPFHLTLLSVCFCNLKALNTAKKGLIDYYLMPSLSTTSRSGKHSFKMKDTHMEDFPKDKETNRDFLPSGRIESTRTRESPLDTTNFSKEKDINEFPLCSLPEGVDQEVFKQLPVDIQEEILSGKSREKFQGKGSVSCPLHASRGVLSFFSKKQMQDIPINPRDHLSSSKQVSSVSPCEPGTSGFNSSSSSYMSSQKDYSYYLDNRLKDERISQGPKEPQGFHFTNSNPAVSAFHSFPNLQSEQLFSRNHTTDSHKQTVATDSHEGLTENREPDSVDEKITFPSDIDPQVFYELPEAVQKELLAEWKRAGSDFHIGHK
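Pol iota at 10 nM preincubated 15 min with compounds at room temperature; reaction started with fluorescent substrate, 50 nM final. Fluorescence read kinetically at 0 and 10 min; buffer-only wells as negative control.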
Apoferritin bind – binds horse apoferritin like a general anesthetic; P02791; 0.074% of 350,000 active; Potency, µM (highest dose often 77.5 µM), without a hit: at the top dose activity change, negative = displacement, actives largely listed as inhibitors; apoferritin/1-aminoanthracene competitive binding, fluorescence; further: potency means the concentration at half of the fitted maximal effect; on the % scale 0 is the no-effect control and ±100 the full control effect; nearly all actives have a fitted effect of over 20% in size
Target sequence (P02791 2-175 limits assumed): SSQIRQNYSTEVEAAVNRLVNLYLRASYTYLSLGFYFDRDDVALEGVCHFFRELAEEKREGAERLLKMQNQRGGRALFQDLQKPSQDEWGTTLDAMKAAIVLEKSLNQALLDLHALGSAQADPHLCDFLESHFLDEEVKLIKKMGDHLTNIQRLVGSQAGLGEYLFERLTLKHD
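Read-out: endpoint 1-AMA fluorescence, excitation 380 nm and emission 535 nm, after compounds sit 10 min at room temperature with 10 uM horse-spleen apoferritin in 50% saturated 1-AMA/PBS. Values come from four-parameter Hill fits.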
LDHA block – LDHA (human) enzyme inhibition. P00338. purified LDHA, NADH/diaphorase-resazurin fluorescence; hits give low values. activity change, % (values are at about 110 or 230 µM). 0.15% of 480,000 active. AID 1347041; in the data active means activity change below about -30%; inconclusive means mostly about -25% to -30%;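 further: plate controls were DMSO wells for no effect and wells without enzyme for full effect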
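Human LDH5 at 2 nM final in Tris HCl pH 7.4 with 0.06 mM NADH and 0.2 mM pyruvate, reacted 5 minutes at room temperature. Remaining NADH coupled via diaphorase/resazurin; resorufin fluorescence read at 0 and 20 minutes, normalized to enzyme-free and DMSO wells.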
The depositor's hits bear a star; ? = inconclusive; / = not tested or not shown; & = joins results of further samples; [ ] = remark or other dose. Unless noted, the call rests on the fitted dose curve; in most records, active means well fitted curve in the direction sought with a large enough effect; inconclusive means small, poorly fitted or top-dose-only effect, or another doubt; inactive means no such curve, though single readings can be large; an effect the other way counts as inactive or inconclusive. This is a subset; count on the stated rates, not on these rows.

Second line of a record: APE1 inh	Pol beta inh	Glioma ERSR ind	Pol kappa inh	POLH inh	BLM inh	Pol iota inh	Apoferritin bind	LDHA block
> Cc1onc(-c2ccccc2)c1C(=O)Nc1ccccc1C#N
    -5%	10%	0%&-4%	2%&14%	-15%&0%	1%	28%&14%	?	-9&2
> CC(C)CNC(=O)C(=O)NCCC1CCCCN1S(=O)(=O)c1cccs1 (stereo unspecified)
    7%	/	-6%	-18%	-5%	/	10%	/	-3
> CCCCCCCCCC(=O)O[C@H](CC(=O)O)C[N+](C)(C)C
    16%	/	-5%	-5%[19.4 µM]	/	3%	/	/	/
> CCOC(=O)C1=CN(Cc2cccc(Br)c2)S(=O)(=O)NC1C (stereo unspecified)
    -14%	/	-1%	-7%	-5%	/	-1%	/	1
> O=C(c1cccnc1)N1CCN(c2ccccc2Cl)CC1
    3%	13%	/	/	/	-2%	/	6%	/
> CCN(CC)S(=O)(=O)c1ccc2oc(C(=O)NCCCN3CCOCC3)c(C)c2c1
    21%	14%	-3%	2%	-7%	-1%	?	-14%	-5
> CCOC(=O)N1CCC(NC(=O)c2cc(C(=O)Nc3cccc(C(F)(F)F)c3)ccc2CO)CC1
    -3%	0%	-2%	-9%	-5%	-6%	-20%	?	-7
> Cc1ccc(CN2CCN(CC(=O)NC(C)c3ccc4c(c3)OCCO4)C2=O)cc1 (stereo unspecified)
    14%	17%	-2%	5%	-13%	0%	-6%	-10%	-6
> COc1ccc(/C=C(\NC(=O)c2ccccc2)C(=O)NCCC(=O)O)cc1
    13%	?	7%	-5%	-10%	4%	32%[activator]	-4%	-4
> Cc1ccc(NC(=O)c2cc(S(=O)(=O)N3CCc4ccccc43)ccc2F)cc1Cl
    /	17%	-1%	-10%[60.1 µM]	9%	-12%	-19%	-15%	4
> Cc1ccc2c(C)nc(Nc3nc(CSc4nnnn4-c4ccccc4)cc(=O)[nH]3)nc2c1
    -5%	44%	-9%	31%	1%	4%	108%[activator]	-5%	1
> CCCCC/C=C\C/C=C\C/C=C\C/C=C\CCCC(=O)O[C@H](COCCCCCCCCCCCCCCCC)COP(=O)([O-])OCC[N+](C)(C)C
    -6%&3%	/	-1%	-9%[19.4 µM]	/	-13%	/	?	/
> Cc1nn(C)cc1CNC(=O)c1cnn2c1NC(c1ccc(Br)cc1)CC2C(F)(F)F (stereo unspecified)
    -3%	13%	-5%	-8%[60.1 µM]	-7%	-5%	20%	?	-5
> N#CC(C(=O)Nc1ccc(Cl)c(Cl)c1)=C1Nc2ccccc2N1
    -6%	?	-8%	?	?	0%	?	-17%	-6
> CC(C)[C@H](NC(=O)c1ccco1)C(=O)NCc1ccccc1
    58%[activator]	2%	1%	-4%	0%	-6%	1%	3%	-4
> Cc1cccc(NC(=O)COC(=O)c2ccccn2)c1
    29%	5%	2%	-4%	-14%	-2%	72%[activator]	-10%	-14
> O=C(CSc1nc2ccccc2c(=O)n1Cc1ccco1)Nc1cccc(O)c1
    -11%	-1%	8%	10%	-14%	-7%	43%[activator]	-6%	0
> CCCCCOCC1CC(C/C(C)=N/NC(N)=S)C(=O)O1 (stereo unspecified)
    -7%	15%	-2%	0%	-21%	1%	185%[activator]	-9%	-6
> CCCCNC(=O)CC1N=C2c3ccccc3N=C(SCC(=O)Nc3cccc(C)c3)N2C1=O (stereo unspecified)
    13%	0%	-5%	8%	-12%	-1%	3%	-10%	-11
> CCn1c(CC(=O)Nc2ccc(F)cc2)nnc1SCC(=O)NC1CCCC1
    1%	45%	-3%	-12%	5%	-1%	13%	6%	-3
> Cc1ccc2c(c1)C(c1ccccc1)N(C(=O)c1ccc(S(=O)(=O)N3CCOCC3)cc1)CC(=O)N2 (stereo unspecified)
    -2%	1%	-2%	-4%	-11%	-5%	39%[activator]	-11%	1
> CCOC(=O)C1(Cc2ccccc2)CCN(Cc2cccc(OC)c2O)CC1
    1%	-1%	-3%	-10%	-12%	3%	99%[activator]	?	1
> O=C(Nc1ccc(F)cc1)C(=O)c1c(O)[nH]c2ccc([N+](=O)[O-])cc12
    -3%	?	7%	-21%	?	-11%	40%[activator]	-10%	4
> CCC(CO)Oc1cc(NC(=O)c2ccccc2[N+](=O)[O-])c2ncn(C(C)C)c2c1 (stereo unspecified)
    3%	/	-1%	1%	-19%	/	43%	/	15
> CC1CN(C(=O)/C(=C/c2ccco2)NC(=O)c2ccccc2)CC(C)O1 (stereo unspecified)
    20%	8%	?	-10%	-15%	-6%	126%[activator]	-6%	-5
> CC1CCN(N=Nc2nc3c([nH]2)c(=O)n(C)c(=O)n3C)CC1
    /	/	4%	-4%	-5%	/	47%[activator]	/	1
> C[C@H](CO)N1C[C@H](C)[C@@H](CN(C)Cc2ccc(C(=O)O)cc2)Oc2c(NS(=O)(=O)c3cccs3)cccc2C1=O
    3%	/	-1%	-2%	-10%	/	14%	/	6
> COc1ccc(CS(=O)(=O)c2ncn[nH]2)cc1
    -20%	28%	0%	-7%	-19%	-5%	54%[activator]	-7%	-4
> O=[N+]([O-])c1ccccc1OCCOCCOc1cccc2cccnc12
    -1%	22%	-4%	-7%	-1%	4%	15%	1%	?
> CNc1nnc(-c2cc3cc(Cl)ccc3oc2=O)s1
    2%	?	2%	-13%	-10%	-4%	-2%	46%[activator]	-6
> Cc1ccc(OCCn2c(NC(=O)c3ccco3)nc3ccccc32)cc1
    7%	4%	-8%	-2%	0%	-3%	-2%	-3%	-7
> Cc1cc(C(=O)OCC(=O)NC2CC2)c2ccccc2n1
    1%	/	-2%	-3%	-6%	/	0%	/	-13&-1
> COC(=O)c1ccc(C(C(=O)NC2CCCCC2)N(C(=O)Cc2cccs2)C2CC2)cc1 (stereo unspecified)
    -2%	19%	-1%	-11%	7%	0%	42%[activator]	-6%	0
> CCC(=O)Nc1ccccc1-c1nc2ccccc2n(CC(=O)c2ccc(C)cc2)c1=O
    /	0%	-3%	-1%	14%	-2%	16%	0%	2
> COc1cc(CN2CCN(c3ccccc3F)CC2)c([N+](=O)[O-])cc1OC
    0%	-6%	-1%	5%	-27%	-2%	6%	-15%	-2
> CCOC(=O)/C(C#N)=N/Nc1ccc(S(=O)(=O)Nc2cc(OC)nc(OC)n2)cc1
    /	/	-7%	-7%	-3%	/	0%	/	-7
> CCCCN(CC)CCNC(=O)c1cc2c(=O)n(CC)c3ccccc3c2s1
    -11%	44%&42%	-6%&-2%	1%&-1%	11%&-1%	-4%&40%	3%&-13%	-2%&-2%	-5&2
> CCCNC(=O)c1cc(S(=O)(=O)N2CCCCC2)ccc1N1CCOCC1
    14%	/	-5%	-7%	0%	/	31%[activator]	/	-2
> Cc1ccc(C)c(NC(=O)CN(C)C(=O)c2cc(S(=O)(=O)N3CCOCC3)ccc2N2CCCC2)c1
    30%	-1%	-3%	0%	-16%	-7%	8%	-11%	-4
> CCc1ccc2c(c1)C(=O)C[C@]1(CCC[C@H](C)C1)O2
    29%	/	-1%	-11%	-16%	/	-5%	/	0
> CCOc1ccc2nc(N3CCC(C(=O)N4CCN(c5ccccn5)CC4)CC3)sc2c1
    -9%	1%	?	2%	0%	2%	5%	-10%	-2
> Cc1ccc(-c2ccc(/C=N/O)o2)cc1[N+](=O)[O-]
    -10%	-2%	4%	15%	-16%	-5%	42%[activator]	?	3
> COc1cc(/C=N/N2CCN(c3ccccc3)CC2)ccc1OC(C)=O
    12%	20%	4%	-5%	-21%	-4%	31%[activator]	-5%	-5
> CCOC(=O)c1c(-c2ccco2)csc1N
    -4%	-25%	-3%	-3%	-6%	-9%	2%	?	14
> CCOC(=O)CS(=O)(=O)c1ccc(O)cc1
    12%	73%	-6%	-8%	6%	2%	49%[activator]	-6%	-3

3 entries from above, with tabs.
smiles	APE1 inh	Pol beta inh	Glioma ERSR ind	Pol kappa inh	POLH inh	BLM inh	Pol iota inh	Apoferritin bind	LDHA block
Cc1cc(C(=O)OCC(=O)NC2CC2)c2ccccc2n1	1%	/	-2%	-3%	-6%	/	0%	/	-13&-1
CCOc1ccc2nc(N3CCC(C(=O)N4CCN(c5ccccn5)CC4)CC3)sc2c1	-9%	1%	?	2%	0%	2%	5%	-10%	-2
COc1cc(/C=N/N2CCN(c3ccccc3)CC2)ccc1OC(C)=O	12%	20%	4%	-5%	-21%	-4%	31%[activator]	-5%	-5

(listing goes on)
Second line of a record: APE1 inh	Pol beta inh	Glioma ERSR ind	Pol kappa inh	POLH inh	BLM inh	Pol iota inh	Apoferritin bind	LDHA block
> Cc1csc(NC(=O)CSc2nnc(-c3ccc(Cl)cc3)n2N)n1
    -1%	0%	1%	-2%	-8%	-5%	?	-7%	0
> C[N+](C)(C)CCOC(=O)CCC(=O)OCC[N+](C)(C)C
    2%	13%[57.1 µM]	-5%&-4%&-2%	-12%[60.1 µM]	-11%	/	3%	/	-6
> CCC1CC=CC2C1C(=O)N(Cc1ccccc1)C2c1ccoc1 (stereo unspecified)
    -4%	/	-13%	-33%	/	-11%	?	?	/
> O=C(NCc1nnc(SCC(=O)N2CCN(c3ccccc3)CC2)o1)c1c(F)cccc1Cl
    37%	0%	-6%	11%	-2%	-1%	-6%	-12%	0
> O=C1C(Cc2c[nH]c3ccccc23)NC(=S)N1C1CCCCC1 (stereo unspecified)
    12%	9%	5%	-5%	-15%	-15%	92%[activator]	-12%	-7
> CCCSc1nc(C)c(C(C)=O)cc1C#N
    -6%	13%	3%	0%	-13%	-3%	24%	-4%	-2
> CN(Cc1ccc(Cl)cc1)C(=O)c1cc(S(=O)(=O)N2CCOCC2)ccc1N1CCCC1
    22%	/	-1%	-5%	-11%	/	25%	/	-1
